Screens: PubChem, National Center for Advancing Translational Sciences (NCATS)
aSyn yeast inh: rescues yeast growth from alpha-synuclein toxicity. Yeast expressing alpha-synuclein, growth rescue, BacTiter-Glo, 24 h. Potency, µM (top dose mostly 46.1 µM), for inactives: top-dose growth rescue (activation), usual class: activators. 370,000 tested, 0.14% active. AID 652106; also: potency is read from the fitted curve at half-maximal effect; % of control where 0% means no effect; nearly all actives have a fitted effect of over 65% in size
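Screening used galactose-induced yeast with toxic alpha-synuclein levels, exposed to compound for 24 hr at 30 deg C. Cell growth, read with BacTiter-Glo luminescence, gave the measured signal.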
FUS yeast rescue: FUS proteinopathy suppression in yeast | S. cerevisiae FUS-expressing, growth rescue, OD600, 24 h | Potency, µM (series often up to 76.6 µM), without a hit: top-dose growth rescue (activation), actives largely listed as activators | 390,000 tested, 0.24% active | AID 1347120;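 also: potency is read from the fitted curve at half-maximal effect; plate controls were DMSO vehicle for no effect and reference control for full effect; nearly all actives have a fitted effect of over 55% in size; some results filed as inactive show a strong effect at the top dose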
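Steps: raffinose overnight preculture; dilution to OD 0.005 in 2% galactose minimal medium; compound addition (concentration series); 24hr at 30C, 99% humidity; absorbance read at 600 nm.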
Abeta rescue: A-beta toxicity reversal in yeast; yeast expressing A-beta42, growth rescue, OD600, 48 h; response scale: 0% DMSO, 100% iron-clioquinol control; 410,000 tested, 0.063% active; Potency, µM (highest dose often 46.1 µM), without a hit: at the highest dose growth rescue, usual class: activators; also: potency is read from the fitted curve at half-maximal effect; nearly all actives have a fitted effect of over 55% in size
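Growth rescue measured by 600 nm absorbance after 48 h yeast culture at 30 C with compound. Values normalized between DMSO and an equimolar ferric chloride plus clioquinol control.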
EPAC1 antagonist: antagonists of human EPAC1; AID 720709; Potency, µM (doses to about 115 µM), inactives show at the top dose activity change, negative = inhibition, hits mostly inhibitors; 360,000 tested, 0.14% active; EPAC1 GEF assay, Rap1b-BODIPY-GDP exchange fluorescence;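 also: potency is read from the fitted curve at half-maximal effect; plate controls were vehicle for no effect and positive control for full effect; nearly all actives have a fitted effect of over 50% in size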
IL-2 act: IL-2 activation; AID 652025; 360,000 tested, 0.065% active; activation, % (series mostly up to about 46 µM); IL-2 activation reporter assay, cell-based qHTS; stimulated with anti-CD3/CD4/CD28 beads; in transgenic mouse T cells; in the data active = activation above about 50%; inconclusive = mostly about 30% to 49%; also: 0% is about no effect
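Using fluorescent plate cytometry, EGFP and DsRed are detected in transgenic mouse T cells stimulated 18 h at 37 degrees C with antibody-coated beads after 60 min compound pretreatment.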
EPAC1 agonist: EPAC1 (human) agonism. 360,000 tested, 0.073% active. O95398. EPAC1 agonist qHTS, biochemical assay; response scale: 100% = response to 6.5 mM cAMP. Potency, µM (highest dose often 154 µM), without a hit: at the highest dose activation, actives largely listed as activators; also: potency is read from the fitted curve at half-maximal effect; nearly all actives have a fitted effect of over 60% in size
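Nucleotide exchange assay: 100 nM EPAC1 with 250 nM Rap1B loaded with BODIPY-GDP and 50 uM GDP, room temperature. Fluorescence (480/540 nm) read every 5 min for 30 min; signal change normalized to 6.5 mM cAMP as full agonist.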
WRN helicase inh: blocks human WRN helicase | WRN helicase unwinding, fluorescent forked duplex, kinetic | Potency, µM (top dose mostly 114 µM), for inactives: at the highest dose activity change, negative = inhibition, actives largely listed as inhibitors | 360,000 tested, 0.46% active; also: potency is read from the fitted curve at half-maximal effect; % is scaled to controls: 0 for no effect and ±100 for the full control effect; nearly all actives have a fitted effect of over 55% in size
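Kinetic fluorescence helicase assay: unwinding of a quenched forked DNA duplex (100 nM final) with 2 mM ATP final raises red fluorescence (525/598 nm). Compounds sat 15 min at room temperature with 20 nM WRN beforehand.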
PI5P4Ka inh: inhibitors of human PI5P4K alpha; AID 652105; PI5P4Kalpha enzyme, ADP-Glo luminescence, 60 min; stronger effect = lower value; max response, %; 330,000 tested, 1.2% active; P48426; active = max response of -50% or lower; inconclusive = between -30% and -50%; inactive = -30% or higher; also: value at the top dose of about 77 µM; % is scaled to controls: 0 for no effect and ±100 for the full control effect
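ADP-Glo luminescence end-point read after a 60 min room-temperature kinase reaction of PI5P4Kalpha plus substrate, initiated with ATP at 5 microM final. Buffer: 0.038 M HEPES pH 7.4, EGTA, 0.1% CHAPS, 5% DMSO.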
PLK1 PBD block: PLK1 (human) polo-box domain binding inhibition. AID 720504. P53350. Plk1 PBD binding of FITC phosphopeptide, fluorescence polarization. 360,000 tested, 2.8% active. Potency, µM, for inactives: max response, negative = inhibition, usual class: inhibitors; also: potency is read from the fitted curve at half-maximal effect; series mostly up to about 57 µM; % is scaled to controls: 0 for no effect and ±100 for the full control effect; nearly all actives have a fitted effect of over 65% in size
Target sequence (P53350 whole entry, looked up, the tested form may be a part): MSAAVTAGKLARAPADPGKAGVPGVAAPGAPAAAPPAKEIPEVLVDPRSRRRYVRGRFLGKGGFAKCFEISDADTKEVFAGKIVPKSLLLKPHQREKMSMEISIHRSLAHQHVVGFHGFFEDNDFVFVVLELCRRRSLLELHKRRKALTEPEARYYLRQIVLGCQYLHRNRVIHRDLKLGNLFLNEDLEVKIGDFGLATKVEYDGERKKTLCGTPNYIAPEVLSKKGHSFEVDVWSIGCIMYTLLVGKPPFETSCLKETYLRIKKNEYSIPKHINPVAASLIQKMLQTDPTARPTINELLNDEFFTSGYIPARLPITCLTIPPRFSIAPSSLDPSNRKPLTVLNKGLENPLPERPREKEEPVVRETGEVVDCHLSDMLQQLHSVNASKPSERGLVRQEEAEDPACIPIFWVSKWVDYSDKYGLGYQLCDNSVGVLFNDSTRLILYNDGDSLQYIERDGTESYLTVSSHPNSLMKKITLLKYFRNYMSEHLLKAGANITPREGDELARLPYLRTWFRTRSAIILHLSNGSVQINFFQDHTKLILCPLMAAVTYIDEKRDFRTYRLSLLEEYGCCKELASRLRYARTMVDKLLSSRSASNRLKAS
* marks the source's active call; other numbers are inactive results; ? = inconclusive; · = no result given; [ ] = remark or other dose. Unless noted, calls follow the shape of the dose curve; as a rule, active = well fitted curve in the direction sought with a large enough effect; inconclusive = small, poorly fitted or top-dose-only effect, or another doubt; inactive = no such curve, though single readings can be large; an effect the other way counts as inactive or inconclusive.

item	mol	aSyn yeast inh	FUS yeast rescue	Abeta rescue	EPAC1 antagonist	IL-2 act	EPAC1 agonist	WRN helicase inh	PI5P4Ka inh	PLK1 PBD block
1	CC(C)Cn1c(=O)c2ccccc2n2c(CCC(=O)NCC3CCCO3)nnc12 (configuration not stated)	-3%	10%	4%	5%	-2.4	3%	3%	3	-10%
2	O=C(NCc1ccco1)c1cc(-c2ccccc2)nc2ccccc12	1%	4%	19%	1%	1.4	21%	-8%	3	-3%
3	COc1ccccc1Nc1nc(C)nc2c1oc1ccccc12	-17%	28%	-3%	17%	-0.5	1%	-1%[11.6 µM]	3	1%
4	CCOc1cc(C(=O)Nc2cccc(OCC(=O)N3CCOCC3)c2)cc(OCC)c1OCC	-4%	6%	0%	-4%	1.1	0%	-7%	4	-13%
5	COc1ccc(CN2CCCC(C(=O)c3ccc(SC)cc3)C2)cc1Cn1cccn1 (configuration not stated)	0%	24%	-18%	-36%	-4.6	-4%	-4%	-6	-14%
6	C/C(Cl)=C\Cn1c(O)c(N=O)c2ccccc21	?	2%	7%	-14%	0.6	8%	0%	0	-6%
7	COc1ccc(-c2nc3ccccc3o2)cc1OC	0%	8%	-17%	-22%	-0.3	-4%	7%	3	3%
8	CC1CC1c1ccc(/C=C(\C#N)C(=O)Nc2ccc(Cl)cc2Cl)o1 (configuration not stated)	-14%	·	-14%	17%	0.2	30%	-24%	2	3%

The results go on:
Key to letters – A = aSyn yeast inh; B = FUS yeast rescue; C = Abeta rescue; D = EPAC1 antagonist; E = IL-2 act; F = EPAC1 agonist; G = WRN helicase inh; H = PI5P4Ka inh; I = PLK1 PBD block
9	COC(=O)c1ccc(CSc2nc3ccccc3c(=O)n2CC(C)C)o1
  A = -1%; B = 15%; C = 16%; D = -11%; E = 0.6; F = 13%; G = -17%; H = 2; I = 2%

10	COc1ccccc1NC(=O)c1ccc(NC(=O)CSc2nncn2C)cc1
  A = -3%; B = 15%; C = -13%; D = -11%; E = 1.0; F = 8%; G = 2%; H = -1; I = -12%

11	Cc1occc1C(=O)NC(C)c1ccc2c(c1)OCO2 (configuration not stated)
  A = -16%; B = 16%; C = -11%; D = 12%; E = -1.5; F = -8%; G = 1%; H = ·; I = 3%

12	CC1(C)CC(=O)C2=C(C1)OC(/N=C/N1CCOCC1)=C(C#N)C2c1ccccc1 (configuration not stated)
  A = 1%; B = 8%; C = -1%; D = 1%; E = -0.1; F = 4%; G = 4%; H = 1; I = -8%

13	Cc1cccc(C(C)C)c1NC(=O)CN1C(=O)NC2(CCc3ccccc32)C1=O (configuration not stated)
  A = -9%; B = 9%; C = -6%; D = -2%; E = 0.1; F = -16%; G = -15%; H = 2; I = 2%

14	CCCn1nnc(NC(=S)NC(=O)/C=C/c2ccc(Cl)cc2)n1
  A = 4%; B = 13%; C = 5%; D = 11%; E = -0.7; F = 4%; G = -7%; H = ?; I = 0%

15	CCc1ccc(OCC(=O)NNC(=O)c2ccc(NC(=O)C3CC3)cc2)cc1
  A = 1%; B = 10%; C = -11%; D = -11%; E = 3.9; F = -11%; G = -35%; H = 0; I = -8%

16	COC(=O)c1cc(S(=O)(=O)Nc2nn(C)c3cccc(F)c23)oc1C
  A = 16%; B = 5%; C = 14%; D = -15%; E = -0.9; F = -4%; G = 6%; H = 2; I = -11%

17	Cc1occc1C(=O)Nc1ccccc1C#N
  A = -3%; B = 10%; C = 5%; D = -6%; E = -2.2; F = -3%; G = -7%; H = 7; I = -9%

18	Clc1cccc(Cl)c1COc1ccccn1
  A = 8%; B = -6%; C = -7%; D = 4%; E = -5.1; F = 1%; G = -2%; H = ·; I = -11%

19	CCOC(=O)N1CCN(Cc2nc3cc([N+](=O)[O-])ccc3n2CC)CC1
  A = 3%; B = 3%; C = -4%; D = 0%; E = -0.5; F = 0%; G = -4%; H = 1; I = -6%

20	CCOc1ncccc1C(=O)N(CCC(C)C)c1c(N)n(Cc2ccccc2)c(=O)[nH]c1=O
  A = -9%; B = 23%; C = -20%; D = -18%; E = -0.1; F = 1%; G = -2%; H = 0; I = -19%

21	Cc1nn(C)c(Cl)c1CN1CCCC(CO)(Cc2cccc(Cl)c2)C1 (configuration not stated)
  A = -1%; B = 2%; C = -8%; D = 0%; E = -2.8; F = -8%; G = 5%; H = 2; I = 4%

22	Cc1cc(NC(=O)CSc2nc(-c3ccccc3)c(C#N)c(=O)[nH]2)no1
  A = 0%; B = 21%; C = 11%; D = 10%; E = 0.0; F = -4%; G = -14%; H = ·; I = -3%

23	O=C(CN(Cc1ccccc1)C(=O)c1csnn1)NCCc1ccccc1
  A = -2%; B = -19%; C = -2%; D = 9%; E = -0.5; F = 7%; G = -5%; H = 4; I = -1%

24	CC1(C)Cc2ccccc2C(c2cc3ccccc3oc2=O)=N1
  A = 6%; B = 3%; C = 28%; D = 2%; E = 0.4; F = 1%; G = -1%; H = 2; I = -1%

Of the compounds above, these contain sulfur.
Key to letters – A = aSyn yeast inh; B = FUS yeast rescue; C = Abeta rescue; D = EPAC1 antagonist; E = IL-2 act; F = EPAC1 agonist; G = WRN helicase inh; H = PI5P4Ka inh; I = PLK1 PBD block
5	COc1ccc(CN2CCCC(C(=O)c3ccc(SC)cc3)C2)cc1Cn1cccn1 (configuration not stated)
  A = 0%; B = 24%; C = -18%; D = -36%; E = -4.6; F = -4%; G = -4%; H = -6; I = -14%

9	COC(=O)c1ccc(CSc2nc3ccccc3c(=O)n2CC(C)C)o1
  A = -1%; B = 15%; C = 16%; D = -11%; E = 0.6; F = 13%; G = -17%; H = 2; I = 2%

10	COc1ccccc1NC(=O)c1ccc(NC(=O)CSc2nncn2C)cc1
  A = -3%; B = 15%; C = -13%; D = -11%; E = 1.0; F = 8%; G = 2%; H = -1; I = -12%

14	CCCn1nnc(NC(=S)NC(=O)/C=C/c2ccc(Cl)cc2)n1
  A = 4%; B = 13%; C = 5%; D = 11%; E = -0.7; F = 4%; G = -7%; H = ?; I = 0%

16	COC(=O)c1cc(S(=O)(=O)Nc2nn(C)c3cccc(F)c23)oc1C
  A = 16%; B = 5%; C = 14%; D = -15%; E = -0.9; F = -4%; G = 6%; H = 2; I = -11%

22	Cc1cc(NC(=O)CSc2nc(-c3ccccc3)c(C#N)c(=O)[nH]2)no1
  A = 0%; B = 21%; C = 11%; D = 10%; E = 0.0; F = -4%; G = -14%; H = ·; I = -3%

23	O=C(CN(Cc1ccccc1)C(=O)c1csnn1)NCCc1ccccc1
  A = -2%; B = -19%; C = -2%; D = 9%; E = -0.5; F = 7%; G = -5%; H = 4; I = -1%

Compounds as they come; about 4.1% have a hit in one of these screens.
